Compound activity deposited in PubChem BioAssay by Broad Institute.
esBAF inh: Bmi1 luciferase reporter increase in mESCs, primary screen, esBAF inhibitor project, mouse ES cells, Bmi1 luciferase knock-in, single point | 350,000 compounds, 2% hits | reporter increase, % at 12.5 µM | AID 602393, 2012 | 24 h; 100% = twice the neutral-well signal; in the data active = activation above about 40%;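 note: 0% = median of the plate's neutral control wells and 100% = double that signal; a rise in the Bmi1 reporter signal indicates esBAF inhibition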
ERAP1 HTS inh: human ERAP1 aminopeptidase inhibitors, primary screen, biochemical, single point, plate reader; 340,000 compounds, 0.15% hits; inhibition, % at 10.7 µM; recombinant ERAP1, Leu-AMC fluorescence, 60 min; AID 652197, 2013; Endoplasmic reticulum aminopeptidase 1 (Homo sapiens), Q9NZ08;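 active = mean replicate inhibition of at least 30%, or all replicates individually reaching that 30% level; inactive = mean below 30% and not every replicate reaching it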;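 note: 0% = neutral control wells and 100% = L-leucinethiol positive control wells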
Target sequence (Q9NZ08 whole entry, looked up): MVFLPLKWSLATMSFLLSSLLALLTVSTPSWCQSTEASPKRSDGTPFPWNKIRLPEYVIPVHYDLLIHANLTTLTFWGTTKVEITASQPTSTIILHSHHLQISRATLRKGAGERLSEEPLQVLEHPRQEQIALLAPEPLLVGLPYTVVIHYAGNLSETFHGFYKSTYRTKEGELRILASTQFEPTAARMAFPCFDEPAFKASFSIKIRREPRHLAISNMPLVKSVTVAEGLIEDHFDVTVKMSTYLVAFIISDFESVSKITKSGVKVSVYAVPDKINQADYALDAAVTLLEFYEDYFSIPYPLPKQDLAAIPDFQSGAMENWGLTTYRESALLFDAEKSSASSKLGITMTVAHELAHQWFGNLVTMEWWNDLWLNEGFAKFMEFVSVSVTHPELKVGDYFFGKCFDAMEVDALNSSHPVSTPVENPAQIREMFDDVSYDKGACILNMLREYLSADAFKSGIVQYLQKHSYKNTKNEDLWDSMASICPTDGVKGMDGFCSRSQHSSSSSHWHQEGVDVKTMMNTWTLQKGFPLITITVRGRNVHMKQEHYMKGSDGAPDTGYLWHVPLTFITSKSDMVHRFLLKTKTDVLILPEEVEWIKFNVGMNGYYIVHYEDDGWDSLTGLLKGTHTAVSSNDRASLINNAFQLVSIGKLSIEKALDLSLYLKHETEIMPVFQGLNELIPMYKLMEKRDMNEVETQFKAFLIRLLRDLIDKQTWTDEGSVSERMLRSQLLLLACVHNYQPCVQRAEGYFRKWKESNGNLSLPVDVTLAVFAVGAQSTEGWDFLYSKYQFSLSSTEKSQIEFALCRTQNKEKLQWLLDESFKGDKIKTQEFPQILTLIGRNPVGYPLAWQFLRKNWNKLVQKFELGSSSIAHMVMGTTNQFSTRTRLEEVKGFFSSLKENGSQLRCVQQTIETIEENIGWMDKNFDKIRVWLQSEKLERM
INS-1E GSIS act: GLuc luminescence reporter in INS-1E cells, primary screen for activators of glucose-dependent secretion of insulin. INS-1E GLuc reporter insulin secretion, 2-3 h. activation, % at 16.6 µM. 370,000 compounds, 0.61% hits. AID 743287, 2014;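 active = lowest replicate activation of at least 40%, so every replicate reaches that level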;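 note: 0% = median of neutral control wells and 100% = median of IBMX positive control wells; some compounds called inactive have numbers as strong as hits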
F508del corr: F508del CFTR correction, initial screen, CFBE line, single point | AID 720511, 2013 | CFBE cells, YFP halide quenching; stimulated with forskolin plus potentiator P3; % fluorescence drop versus neutral controls | 350,000 compounds, 0.36% hits | activity (quench increase), % at 7.58 µM;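 active = mean added fluorescence quench of at least 8% versus neutral control, with both replicates also reaching 8%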;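 note: cells transiently co-express mutant CFTR-F508del with the halide-sensitive YFP; corrector assay measuring rescue of mutant channel to the surface after 24 h compound exposure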
XiGFP reactiv: activators of inactive X chromosome reactivation, primary screen, imaging, XiGFP fibroblasts, GFP high-content imaging, set 2 | XiGFP mouse fibroblasts, % GFP-positive cells imaging, 3 d; cells co-treated with 5-aza-dC sensitizer; scaled so ellipticine positive control = 100% | activation, % at 7.58 µM | 360,000 compounds, 0.055% hits;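 active = mean normalized replicate activation at least 10% and every replicate at or above 10%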;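 note: 0% = median of on-plate neutral control wells and 100% = ellipticine 6 µM median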
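System: SV40-immortalized XiGFP fibroblast cells, line 68-5-11 / Incubation: 3-day compound exposure, then 15 min fixation at room temperature / Compound: single concentration per compound, delivered by pin transfer / Buffer or medium: DMEM plus 5-aza-dC sensitizer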
RAD52 inh: RAD52 DNA annealing inhibitors, primary screen, biochemical, FRET, single point, set 2. inhibition, % at 18.7 µM. AID 651710, 2012. DNA repair protein RAD52 homolog (Homo sapiens), P43351. 360,000 compounds, 0.46% hits. recombinant RAD52 DNA annealing, FRET fluorescence;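 active = every replicate showing at least 50% inhibition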
ARNT TACC3 PPI: disruptors of ARNT/TACC3 protein interaction, primary screen, biochemical, AlphaScreen, single concentration | Transforming acidic coiled-coil-containing protein 3 (Homo sapiens), Q9Y6A5 | AlphaScreen His-ARNT PAS-B/GST-TACC3 binding, luminescence; TACC3 fragment carries E629A point mutation | inhibition, % at 9.99 µM | 390,000 compounds, 0.66% hits | AID 623870, 2012;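 active = mean inhibition of replicates at least 50% and at least half of replicates each reaching 50%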;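 note: 0% = complete ARNT plus TACC3 wells and 100% = ARNT alone without TACC3; many hits fall short of the cut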
RAD54 branch: inhibitors of human RAD54 branch migration, primary screen, biochemical, fluorescence, single point; DNA repair and recombination protein RAD54-like (Homo sapiens), Q92698; RAD54 Holliday junction branch migration, FAM/BHQ fluorescence; 360,000 compounds, 0.14% hits; inhibition, % at 10.4 µM; AID 602329, 2012;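 active = mean normalized replicate activity at least 40 and at least half of replicates scoring 40 or more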;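 note: 0% = median of neutral control wells and 100% = median of positive control wells; inhibitors cause a drop in the FAM fluorescence signal; in these data hits start at about 50%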
An asterisk follows results filed as active; . = no result given; & = joins results of further samples.

SMILES	esBAF inh	ERAP1 HTS inh	INS-1E GSIS act	F508del corr	XiGFP reactiv	RAD52 inh	ARNT TACC3 PPI	RAD54 branch
Cc1nnc(NC(=O)CSc2nnc(C(C)NC(=O)c3ccccc3F)n2C)s1 (centres undefined)	-7.0	0.0	15.5	1.1	0.3	-23.9	-8.4	2.6
CCCCCC(=O)NC(=S)Nc1ccc(Cl)cn1	.	3.8	-20.5	-1.0	0.2	6.1	.	.
O=C(N/N=C/c1cnc(N2CCOCC2)s1)c1ccccc1	.	4.0	13.5	1.6	0.4	-1.5	-7.4	.
COCC#Cc1ccc2c(c1)O[C@H](CN(C)Cc1ccccc1F)[C@@H](C)CN([C@@H](C)CO)S2(=O)=O	2.4	-2.1	-30.2	0.7	-0.5	-25.1	1.0	0.5
COc1ccc(CCNC(=O)CCC(=O)N2CCOc3ccccc32)cc1OC	2.9	4.2	34.9	-3.3	0.0	-15.4	-1.8	-5.5
C[C@@H]1CN([C@H](C)CO)C(=O)c2cc(NC(=O)Nc3ccccc3)ccc2O[C@@H]1CN(C)C(=O)Nc1ccc(F)cc1	-7.4	2.0	-24.8	-0.8	-1.0	-17.3	-6.0	-2.9
COC(=O)CS(=O)(=O)c1ccsc1C(=O)Nc1ccc(F)cc1	1.1	-6.5	-34.6	3.0	0.1	-2.1	1.1	0.4
CCc1ccc(S(=O)(=O)NC2CCCCNC2=O)cc1 (centres undefined)	-1.1	-1.4	0.9	-1.4	0.4	-5.6	.	-18.1
Oc1ccccc1C=NN=CC=Cc1ccccc1	.	4.3	11.1	2.7	0.1	-51.2	12.7	.
C[C@@H]1CCCCO[C@H](CN(C)C(=O)CCCN(C)C)[C@H](C)CN([C@@H](C)CO)C(=O)c2cc(NC(=O)NC3CCCCC3)ccc2O1	3.1	-3.7	2.2	3.2	-0.9	20.5	-5.8	4.5
Cn1nc(-c2ccccc2)c(C(=O)NCC(=O)O)c1Cl	.	2.2	6.6	-0.2	0.2	-1.5	-7.2	.
O=C(NCC[C@H]1CC[C@@H](NC(=O)c2ccc3c(c2)OCO3)[C@H](CO)O1)Nc1cc(F)ccc1F	1.1	0.0	-7.8	-0.1	0.4	3.5	5.5	11.1
COc1ccc2c3c([nH]c2c1)[C@H](CO)N(Cc1cccc(Cl)c1)CC31CN(C(C)=O)C1	.	0.3	8.0	2.1	0.2	-26.0	.	.
C[C@@H]1CN([C@H](C)CO)C(=O)c2cc(NC(=O)Nc3cccc4ccccc34)ccc2O[C@@H](C)CCCCO[C@H]1CN(C)Cc1ccc2c(c1)OCO2	-3.5	.	-18.1	-4.6	0.1	.	10.5	1.6
Cc1cccc(NC(=O)NNC(=O)c2ccccn2)c1	1.0	-0.7	1.7	4.4	0.1	-23.9	48.1*	-9.7
Cc1cc(C(=O)NCC(=O)OCC(=O)N(C(C)C)C(C)C)ccc1[N+](=O)[O-]	.	-0.3	.	-2.0	0.0	-7.7	-4.1	.
COc1ccccc1CN1[C@H](CO)[C@H]2c3ccccc3N(C(=O)C3CCCC3)C[C@H]21	-2.4	-0.1	-1.2	4.9	0.0	7.5	8.4	-8.6
CCCNC(=O)N1C[C@H](C)[C@@H](OC)CN(C)C(=O)c2ccc(NC(=O)C3CCC3)cc2OC[C@H]1C	-7.5	.	4.0	-1.3	0.0	-4.6	-2.7	-12.1
Cc1ccc(S(=O)(=O)N(C)C[C@H]2OCCCC[C@H](C)Oc3ccc(NS(=O)(=O)c4cn(C)cn4)cc3C(=O)N([C@H](C)CO)C[C@H]2C)cc1	0.0	3.3	-1.1	1.6	-0.1	3.5	-16.6	-2.0
COc1ccc(N2CCN(C(=O)CCc3c[nH]c4ccccc34)CC2)cc1	.	-0.1	21.9	2.8	0.0	-10.8	-1.4	.
CCN(CC)CCN(C(=O)c1ccc(N2C(=O)CCC2=O)cc1)c1nc2cc3c(cc2s1)OCCO3	.	.	7.1	1.2	0.0	80.0*	-2.0	.
COc1cc(/C=C/C(=O)N2CCC=CC2=O)cc(OC)c1OC	-27.3	-3.0	.	-10.7	1.3	-6.0	6.6	6.2
COc1ccc(CN(C)C[C@H]2OCCCC[C@@H](C)Oc3ccc(NC(=O)Nc4c(C)noc4C)cc3C(=O)N([C@@H](C)CO)C[C@H]2C)cc1	-6.5	-2.5	5.7	1.4	-0.9	14.9	1.4	2.4
COCC(=O)N1CC[C@@H]2[C@H]1c1cc(-c3ccc(OC)cc3)ccc1N(C)[C@H]2CO	-2.8	0.7	9.9	1.0	0.0	9.4	-6.6	-1.5
CC=Cc1ccc2n(c1=O)C[C@@H]1[C@@H](CO)[C@H](C(=O)N[C@H](C)c3ccccc3)[C@H]2N1Cc1cccnc1 (mixture of isomers)	-9.4	-1.5	-2.4	-1.4	0.4	-10.5	-1.1	6.6

Structures listed so far printed as active in RAD52 inh:
SMILES | esBAF inh | ERAP1 HTS inh | INS-1E GSIS act | F508del corr | RAD52 inh | ARNT TACC3 PPI
CCN(CC)CCN(C(=O)c1ccc(N2C(=O)CCC2=O)cc1)c1nc2cc3c(cc2s1)OCCO3 | . | . | 7.1 | 1.2 | 80.0* | -2.0

New compounds follow.
SMILES	esBAF inh	ERAP1 HTS inh	INS-1E GSIS act	F508del corr	XiGFP reactiv	RAD52 inh	ARNT TACC3 PPI	RAD54 branch
C[C@@H]1CCCCO[C@H](CN(C)C(=O)Nc2ccc(F)cc2)[C@@H](C)CN([C@@H](C)CO)C(=O)c2cc(NS(=O)(=O)c3ccc(F)cc3)ccc2O1	5.0	.	-4.0	-4.4	0.7	.	-10.2	-10.3
CCCCN1CC[C@H]2C=CC[C@@H](C(=O)NCCc3ccccc3)[C@H]2C1=O	0.8	-4.0	-2.8	0.2	0.0	-7.6	-1.3	-18.6
O=S(=O)(N[C@@H]1CC[C@H](CCn2cc(-c3ccccn3)nn2)O[C@H]1CO)c1cccc(Cl)c1	-4.1	-1.2	-4.2	-0.3	-0.2	-6.9	68.7*	-2.9
CN(C(=O)c1ccccc1C(=O)OCC(=O)NCc1ccccc1)C1CCCCC1	.	1.0	-2.8	0.0	0.0	-11.2	-21.1	.
Cc1sc2nc(C3CC3)nc(N3CCN(C(=O)c4ccc(F)cc4)CC3)c2c1C	-5.2	-0.9	10.6	-0.4	0.4	-10.5	-4.3	-13.1
O=C(COCc1cc(-c2ccc3c(c2)OCO3)on1)Nc1cccnc1	0.5	-2.5	18.2	-1.6	0.8	-11.6	1.1	-5.1
CC1CCCN(C(=O)COC(=O)C2CCN(S(=O)(=O)c3ccc4c(c3)OCCO4)CC2)C1 (centres undefined)	-0.5	-7.0	11.4	0.0	-0.1	-2.6	.	-9.6
C=CCC1C=C(Cc2ccccc2)CC(CC=C)N1 (centres undefined)	.	1.7	-3.7	2.6	0.3	-6.7	3.9	.
COc1cccc(-c2ccc3c(c2)[C@H]2[C@H](CCN2S(=O)(=O)c2ccccc2F)[C@H](CO)N3)c1	-0.2	0.2	1.7	1.9	0.1	20.3	11.8	5.0
CC1=C(C(=O)OC(C)C)C(c2ccc(Cl)cc2)n2c(sc(=Cc3ccc(OCC(=O)O)cc3)c2=O)=N1 (centres undefined)	2.8	.	-6.0	1.5	-0.2	-121.3	.	-11.0
O=C(N[C@@H]1CC[C@@H](CCNC(=O)c2ccccc2F)O[C@H]1CO)c1cnccn1	0.9	-4.8	14.1	1.0	-0.6	-4.9	2.9	-2.7
Cc1cccc(N(C)C(=O)c2cc(S(=O)(=O)N3CCCC3)cn2C)c1	-17.7	6.4	.	-1.2	0.2	-6.1	0.0	3.6
CN1CCCCC(NC(=O)c2c(F)cccc2F)C1=O (centres undefined)	.	-1.9	22.3	-1.1	0.3	-47.8	.	.
Cc1ccc(C)c(-c2nnc(NC(=O)CCS(=O)(=O)c3ccccc3)o2)c1	.	-3.7	-4.7	-1.4	-0.1	-1.8	3.6	.
CSc1nsc(SCC(=O)Nc2ccc(Br)cn2)n1	16.0	.	-14.7	.	.	.	-17.7	2.4
CC(C)/C=N\NC(=O)CCCCC(=O)N/N=C/C(C)C	.	0.2	0.8	1.4	0.0	-11.3	.	.
COc1cccc(/C=N/c2nc3ccccc3[nH]2)c1O	-4.9	.	15.4	1.1	0.3	-25.8	2.0	0.8
CC(=O)NC(CC(=O)OCC(=O)NCCc1ccccc1)c1ccccc1 (centres undefined)	8.6	1.4	-4.2	-0.7	0.0	-8.6	-13.6	4.2
O=C(C[C@@H]1CC[C@H](NC(=O)NC2CCCCC2)[C@H](CO)O1)NCc1ccc(F)cc1	-2.0	0.0	5.3	0.2	0.2	10.3	15.5	-12.8
Cc1noc(NS(=O)(=O)c2ccc(NC(=O)c3ccccc3NS(=O)(=O)c3ccc(F)c(F)c3)cc2)c1C	-3.9	-2.5	5.8	0.9	0.0	-19.2	-1.2	-8.2
CCCCCC(O)(c1ccccc1)C(CN1CCOCC1)c1ccccc1 (centres undefined)	8.4	-4.0	-50.1	2.4	0.2	-5.5	2.6	1.0
O=C(c1ccccn1)N1CC(=O)N2[C@@H](CO)[C@H](c3ccc(C#Cc4ccccc4)cc3)[C@@H]2C1	.	-0.9	1.1	0.8	0.0	-17.7	.	.
O=C(Nc1ccc(C(F)(F)F)cc1)N1[C@@H]2CNC[C@H]1C2c1ccc(-c2ccncc2)cc1 (some centres undefined)	.	-9.3&-25.9	12.2&3.4	-4.7&0.5	0.0&0.1	-25.6&-23.2	.	.
COc1ccc(/C=C2/SC(=S)N(CCCC(=O)N3CCN(C)CC3)C2=O)cc1	.	3.3	-24.1	3.5	0.0	40.3	17.0	12.3
CCc1nonc1NC(=O)c1oc2cc(Br)ccc2c1C	11.9	-1.1	8.1	-0.3	0.2	-5.3	-2.4	2.2

Sorted by the number under esBAF inh (lowest first): 3 of the compounds above.
structure	esBAF inh
COc1cccc(-c2ccc3c(c2)[C@H]2[C@H](CCN2S(=O)(=O)c2ccccc2F)[C@H](CO)N3)c1	-0.2
C[C@@H]1CCCCO[C@H](CN(C)C(=O)Nc2ccc(F)cc2)[C@@H](C)CN([C@@H](C)CO)C(=O)c2cc(NS(=O)(=O)c3ccc(F)cc3)ccc2O1	5.0
CCc1nonc1NC(=O)c1oc2cc(Br)ccc2c1C	11.9

Additional compounds follow:
SMILES	esBAF inh	ERAP1 HTS inh	INS-1E GSIS act	F508del corr	XiGFP reactiv	RAD52 inh	ARNT TACC3 PPI	RAD54 branch
CCOC(=O)[C@@H]1CSCCS(=O)(=O)N1Cc1ccc(C(F)(F)F)cc1	.	-2.3	-14.2	2.4	0.0	-12.3	.	.
CCCC(=O)Nc1ccc2nc(C)n(Cc3ccccc3Cl)c(=O)c2c1	-1.1	2.9	3.7	-0.7	0.2	-15.9	-10.1	-4.1
CCC(=O)N1CC(=O)N2[C@@H](CO)[C@H](c3ccc(-c4cccnc4)cc3)[C@@H]2C1	.	-2.9	24.1	2.8	0.0	3.1	.	.
COCCN(CC1CCCN(C2Cc3ccccc3C2)C1)C(=O)CCSC (centres undefined)	1.1	1.1	-0.4	-2.1	0.2	-10.3	-4.8	-1.7
Cc1ccc(CNC(=O)CSCc2cccc(F)c2)cc1	.	10.8	.	-3.3	0.1	-3.3	4.3	.
CN(C)C(=O)c1cccc(-c2ccc([C@@H]3[C@@H](CO)N(C(=O)C4CC4)[C@H]3C#N)cc2)c1	-2.4	0.7	-1.4	-0.3	-0.1	-1.0	-1.9	2.4
